Bioassay records deposited in PubChem by National Center for Advancing Translational Sciences (NCATS).
FLuc modulator – inhibits or activates purified firefly luciferase, miR-21 counter-screen; P08659; purified FLuc, Km substrates, luminescence inhibition; Potency, µM (series often up to 57.5 µM), inactives show at the top dose activity change, negative = inhibition, hits mostly inhibitors; 360,000 compounds, 6.9% hits; AID 588342; active = well fitted inhibition curve with a large enough effect; inconclusive = small, poorly fitted or top-dose-only effect;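 note: plate controls were vehicle for no effect and reference inhibitor for full effect; nearly all actives have a fitted effect of over 55% in size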
Target sequence (P08659 whole entry, looked up): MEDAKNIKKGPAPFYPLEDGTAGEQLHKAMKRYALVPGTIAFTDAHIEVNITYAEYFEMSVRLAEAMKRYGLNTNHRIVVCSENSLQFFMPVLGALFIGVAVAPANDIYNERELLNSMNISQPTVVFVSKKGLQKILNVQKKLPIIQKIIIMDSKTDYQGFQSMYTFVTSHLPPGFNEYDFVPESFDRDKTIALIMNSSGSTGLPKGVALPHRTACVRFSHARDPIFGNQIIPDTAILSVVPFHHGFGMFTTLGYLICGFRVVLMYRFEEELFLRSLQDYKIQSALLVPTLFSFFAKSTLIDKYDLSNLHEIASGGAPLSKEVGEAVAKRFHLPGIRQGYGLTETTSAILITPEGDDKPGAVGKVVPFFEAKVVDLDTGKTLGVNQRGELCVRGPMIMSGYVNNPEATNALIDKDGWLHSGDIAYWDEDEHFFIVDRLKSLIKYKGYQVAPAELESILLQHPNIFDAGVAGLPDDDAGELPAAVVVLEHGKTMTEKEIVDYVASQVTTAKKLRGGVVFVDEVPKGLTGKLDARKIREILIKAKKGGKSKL
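Biochemical qHTS of compounds, final roughly 60 µM downward over six points, against 10 nM purified firefly luciferase using Km concentrations of substrates (10 uM D-luciferin, 10 uM ATP) in Tris acetate pH 7.5 buffer; luminescence output.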
* marks the source's active call; other numbers are inactive results; ? = inconclusive. Potency is the fitted concentration of half-maximal effect. These rows are one share of the data; count on the stated rates, not on these rows.

SMILES | FLuc modulator
O=C(NC1CCCC1)c1c[nH]c2ccc(S(=O)(=O)Nc3cccc(C(F)(F)F)c3)cc2c1=O | ?
CCc1cccc(C)c1NC(=O)Nc1csc2c1CCCC2 | 4%
O=C(NCCc1ccc(Cl)cc1)c1cc(-c2ccc(Cl)cc2)n[nH]1 | 1%
O=S(=O)(NCC(c1ccco1)N1CCN(c2ccc(F)cc2)CC1)c1cc(F)ccc1F (centres undefined) | -7%
COc1ccc(C)cc1NC(=O)C1CCN(S(=O)(=O)c2ccc3[nH]c4c(c3c2)CCCCC4)CC1 | 0%
COc1ccc(C)cc1NC(=O)Cn1c(=O)cc(C)c2c(C)nn(C)c21 | -2%
CC(=O)c1ccc(NC(=O)CSc2nc(-c3ccc(C)cc3)nc3c2c(=O)n(C)c(=O)n3C)cc1 | -1%
CCOCCCNc1nc2ccccc2n2c(CC)nnc12 | -6%
Cc1ccc(-n2nc3c(=O)n(C(C)C(=O)NCc4ccc(OC(C)C)cc4)nc(C)c3c2C)cc1 (centres undefined) | -16%
Cn1c(=O)oc2cc(S(=O)(=O)N3CCCC(C(=O)NCc4ccccc4Cl)C3)ccc21 (centres undefined) | -2%
CC(=O)N1CCCc2cc(S(=O)(=O)N3CCN(c4ccccc4F)CC3)ccc21 | 2%
Cc1cc(C)c(S(=O)(=O)N2CCC(N3CCN(Cc4ccc(F)cc4)C(=O)C3=O)CC2)c(C)c1 | 0%

5 entries out of the list, ordered by molar mass, smallest number first.
SMILES | FLuc modulator
CCc1cccc(C)c1NC(=O)Nc1csc2c1CCCC2 | 4%
COc1ccc(C)cc1NC(=O)Cn1c(=O)cc(C)c2c(C)nn(C)c21 | -2%
O=C(NCCc1ccc(Cl)cc1)c1cc(-c2ccc(Cl)cc2)n[nH]1 | 1%
O=S(=O)(NCC(c1ccco1)N1CCN(c2ccc(F)cc2)CC1)c1cc(F)ccc1F (centres undefined) | -7%
CC(=O)c1ccc(NC(=O)CSc2nc(-c3ccc(C)cc3)nc3c2c(=O)n(C)c(=O)n3C)cc1 | -1%

Additional records:
SMILES | FLuc modulator
Cc1ccc(C)c(S(=O)(=O)c2nnn3c2nc(N2CCOCC2)c2sccc23)c1 | 0%
COc1ccc(-c2nc(CNC(=O)Nc3ccccc3)c(C)o2)cc1 | 1%
Cc1c(CC(=O)N2CCCCC2)c(=O)oc2cc3occ(C(C)(C)C)c3cc12 | -6%
CS(=O)(=O)N1CCc2cc(C(=O)NCc3ccccc3)ccc21 | 0%
CCOc1ccc(CCNC(=O)c2nn(C)c3c2CSc2ccccc2-3)cc1 | -2%
CC(C)(C)OC(=O)N1CCC(c2c(C(=O)Nc3ccc4c(c3)OCCO4)cnn2-c2ccc(F)cc2)CC1 | ?
CCc1cc2c(cc3c(=O)n(CC(=O)NCCOC)nc(CC)n32)s1 | -2%
COc1ccc(F)cc1S(=O)(=O)Nc1cccc(-c2ccc(N3CCC(C)CC3)nn2)c1 | 5.4µM*
O=C(NCCc1ccccc1)c1ccc(Cn2c(SCc3ccc(F)cc3)nc3cccnc32)cc1 | 4.8µM*
CCN(c1ccccc1)S(=O)(=O)c1nnc(NC(=O)C(C)Oc2ccccc2)s1 (centres undefined) | -19%
O=C(CN1C(=O)COc2ccc(S(=O)(=O)NC3CCCC3)cc21)Nc1ccc(Cl)cc1F | -10%
CC1CCCCN1c1nnc(NC(=O)Nc2ccccc2F)s1 (centres undefined) | 1%
Cc1ccc(C)c(CN2C(=O)c3ccccc3S(=O)c3ccc(C(=O)NCc4ccco4)cc32)c1 (centres undefined) | 0%
COC(=O)CN1C(=O)CSc2ccc(S(=O)(=O)Nc3ccccc3)cc21 | -15%
O=C1CC(c2nnc(Cc3cccc(Cl)c3)o2)CN1c1ccccc1 (centres undefined) | -9%
Cc1cc(S(=O)(=O)N2CCN(Cc3noc(CCC(=O)N4CCCCC4)n3)CC2)ccc1F | -1%
CCOc1ccc(C(=O)c2cn(Cc3ccc(Cl)cc3)c3cc(OC)c(OC)cc3c2=O)cc1 | 2%
COc1ccc(NC(=O)CN2C(=O)C(c3ccc(C)cc3)=NC23CCCCCC3)cc1Cl | -2%
Cc1cccc(-c2nc(SCc3ccc(Br)cc3)n3[nH]c(=O)cc3n2)c1 | -4%
COc1cc(CN(CC2CCCO2)C(=O)c2ccc(F)cc2)cc(OC)c1OC (centres undefined) | -3%
Brc1ccc2nc(SCCOc3ccccc3)[nH]c2c1 | ?
COc1ccc(C2=NN(C(C)=O)C(c3cn(-c4ccccc4)nc3-c3cccs3)C2)cc1 (centres undefined) | 4%
COc1ccc(C2C(C(N)=O)=C(C)Nc3nc(CCCO)nn32)c(OC)c1 (centres undefined) | 4%
CCc1ccc(NC(=O)CN2C(=O)CCSc3ccc(S(=O)(=O)N4CCCC4)cc32)cc1 | 2%

Single values from the results shown.
Reading of CCc1cccc(C)c1NC(=O)Nc1csc2c1CCCC2 in FLuc modulator: 4%
Reading of COc1ccc(C2C(C(N)=O)=C(C)Nc3nc(CCCO)nn32)c(OC)c1 (centres undefined) in FLuc modulator: 4%
Reading of CCc1ccc(NC(=O)CN2C(=O)CCSc3ccc(S(=O)(=O)N4CCCC4)cc32)cc1 in FLuc modulator: 2%
Reading of CCOc1ccc(C(=O)c2cn(Cc3ccc(Cl)cc3)c3cc(OC)c(OC)cc3c2=O)cc1 in FLuc modulator: 2%

New compounds follow
SMILES | FLuc modulator
COc1cn(CC(=O)Nc2cccc(C)c2)c(CN2CCCCC2)cc1=O | -2%
Cc1cccc(OCc2cc(=O)n3c4c(sc3n2)CCCC4)c1C | 7%
Cc1ccc2c(=O)c(C(=O)c3cccc(Cl)c3)cn(CC(=O)Nc3ccc4c(c3)OCCO4)c2n1 | 3%
COc1ccc(OC)c(CNC(=O)c2cc3c(-c4ccc(OC)c(OC)c4)nn(C)c3s2)c1 | 3%
Cc1ccc(NS(=O)(=O)c2ccc3c(c2)[C@H]2C=CC[C@H]2[C@@H](c2ccc(F)cc2)N3)cc1C | -16%
COc1cccc(CN2C(=O)C3(SCC(=O)N3c3cc(C)cc(C)c3)c3ccccc32)c1 (centres undefined) | -8%
COc1ccc(CNC(=O)CN2C(=O)CSc3ccc(S(=O)(=O)N4CCC(C)CC4)cc32)cc1 | -15%
COc1cccc(C2NC(=O)c3n[nH]c(-c4cccs4)c32)c1 (centres undefined) | -3%
CC(=O)OCC#CCSc1nnc(-c2cccc(Br)c2)o1 | -13%
COc1ccccc1Nc1nn2c(=O)c3ccc(C(=O)NCCC4=CCCCC4)cc3nc2s1 | 5%
CCN(CC)c1nc2ccccc2nc1C(=O)Nc1ccc(C(C)=O)cc1 | -2%
CCCCNC(=O)c1ccc2c(c1)NC(=O)C(CS(=O)(=O)Cc1cccc(C)c1)N2 (centres undefined) | 5%
CCCCNC(=O)CC1N=C2c3ccccc3N=C(SCC(=O)NCc3ccccc3Cl)N2C1=O (centres undefined) | 3%
CCc1ccc(S(=O)(=O)NCCc2csc3nc(-c4ccccc4)nn23)s1 | -14%
CCCNC(=O)CN1C(=O)CSc2ccc(S(=O)(=O)N3CCC(C)CC3)cc21 | -3%
COc1cccc(CNCc2cccn2-c2nnc(N3CCN(c4ccccc4)CC3)s2)c1 | -2%
CC1=C(C(=O)Nc2ccc(Cl)cc2)C(C(C)C)n2nc(SCc3ccc(Cl)cc3)nc2N1 (centres undefined) | 1%
Cc1ccccc1OCC(=O)NCC(c1ccc(Cl)cc1)N1CCCCC1 (centres undefined) | -7%
Cc1ccc(-c2cc(C(=O)NCc3ccccc3)c3c(-c4ccc(C)cc4)[nH]nc3n2)cc1 | 1%
CC(=O)Nc1ccc(NC(=O)C2CCN(c3c(NC(C)=O)c(C)nn3-c3ccccc3)CC2)cc1 | 2%
C=Cc1ccc(Cn2c(=O)n(-c3ccc(C)cc3)c(=O)c3c2c2cc(OC)ccc2n3C)cc1 | 1%
Cc1ccc(C(=O)N2CCC(C)CC2)cc1NC(=O)c1nsc2ccccc12 | -21%
COc1ccccc1OCCn1c(NC(=O)c2ccc(Cl)cc2)nc2ccccc21 | -4%
COc1ccccc1CNC(=O)c1cc2c(=O)n(Cc3cccs3)ccc2nc1C | -4%

By substructure: the entries above containing a tert-butyl group
SMILES | FLuc modulator
Cc1c(CC(=O)N2CCCCC2)c(=O)oc2cc3occ(C(C)(C)C)c3cc12 | -6%
CC(C)(C)OC(=O)N1CCC(c2c(C(=O)Nc3ccc4c(c3)OCCO4)cnn2-c2ccc(F)cc2)CC1 | ?

Continued.
SMILES | FLuc modulator
CC(=O)Nc1ccc(Nc2ncnc3c2c(-c2ccccc2)cn3-c2ccc(C)c(Cl)c2)cc1 | 2%
CCOc1ccc(-n2c(SCC(=O)Nc3cc(C)ccc3C)nc3c([nH]c4ccccc43)c2=O)cc1 | -1%
CCOc1ccc(C(=O)Nc2ccc3oc(-c4ccc5ccccc5c4)nc3c2)cc1 | -1%
Cc1nnc(N2CCCC(C(=O)NCCc3ccc(Cl)cc3)C2)c2nn(-c3ccccc3)c(C)c12 (centres undefined) | -19%
CCOC(=O)c1ccc(OCC2c3cc(OC)c(OC)cc3CCN2C(=O)Cc2ccc(OC)c(OC)c2)cc1 (centres undefined) | 3%
Cc1ccc(CN2CCCN(CC(=O)Nc3ccc(C)cc3C)S2(=O)=O)cc1 | 1%
Cc1ccc(C)c(N2CCN(C(=O)CCn3c(=O)[nH]c4ccccc4c3=O)CC2)c1 | -5%
COc1ccc(Cn2c(=O)[nH]c3cc(C(=O)N4CCN(c5cc(Cl)ccc5C)CC4)ccc3c2=O)cc1 | 3%
O=C(c1ccc2c(c1)N(Cc1ccc(F)cc1)C(=O)c1ccccc1S2(=O)=O)N1CCC(Cc2ccccc2)CC1 | -1%
Cc1ccc([N+](=O)[O-])cc1NC(=O)CN(c1ccccc1)S(=O)(=O)N(C)C | 0%
CCN(CC)CCCNc1sc(S(=O)(=O)c2ccccc2)nc1S(=O)(=O)c1ccc(Cl)cc1 | 3%
CCc1ccc(C2CC(=O)c3c([nH]c(C(=O)OC4CCC(C)CC4)c3C)C2)cc1 (centres undefined) | 1%
CN(C)C(=O)c1ccc2c(c1)N(CC(=O)NCc1ccccc1Cl)C(=O)C1CCCCN21 (centres undefined) | -1%
Cc1nn(CCCC(=O)NCc2ccccc2Br)c(=O)c2c1sc1ccccc12 | -6%
COc1ccc(-c2nc3cc(NC(=O)COc4ccccc4C)ccc3o2)cc1 | -13%
CCOC(=O)c1c(N)n(-c2ccccc2CC)c2nc3ccccc3nc12 | 4%
COC(=O)c1cc(NC2(c3ccccc3)C(=O)c3ccccc3C2=O)cc(C(=O)OC)c1 | 5%
Cc1ccc(NC(=O)COCc2cc(-c3cccs3)on2)cc1Cl | ?
COc1ccc(N2C(=O)CSC23C(=O)N(CC(=O)Nc2ccccc2F)c2ccccc23)cc1 (centres undefined) | -9%
CCc1ccc2c(c1)c(=O)c(S(=O)(=O)c1ccc(F)cc1)cn2CC(=O)Nc1ccccc1OC | 1%
CCOc1ccc(Nc2c3c(nc4nncn24)CCC3)cc1 | 3%
CCOc1ccccc1NC(=O)c1ccc2c(c1)CCN2S(=O)(=O)c1ccc(C)cc1 | 0%
Cc1ccc(NC(=O)c2ncoc2-c2ccco2)cc1Cl | 11µM*
COc1cccc(NCc2nnc3n2CCCCC3)c1 | -2%
CCn1cc(C(=O)NCCCOC(C)C)c(=O)c2cc(S(=O)(=O)N(C)C3CCCCC3)ccc21 | -2%
Cc1cccc(NC(=O)c2cc3c(=O)n4cccc(C)c4nc3s2)c1C | -2%
N#C/C(=C/c1cn(Cc2ccccc2Cl)c2ccccc12)C(=O)Nc1cccc(Cl)c1 | -3%
Cc1cccc(NC(=O)CSc2nc(=O)n(CCN3CCOCC3)c3c2CCC3)c1 | 1%
CCOc1ccc(-c2cc3c(=O)n(Cc4nc(-c5ccccc5OCC)oc4C)ccn3n2)cc1Cl | -1%
CCOC(=O)c1c(C)c(C(=O)NCCc2ccc(OC)cc2)c(C)n1CC | 3%
CCc1ccc(CNC(=O)c2ccc(CSc3nc4ccncc4n3Cc3ccccc3)cc2)cc1 | -11%
CC(=O)Nc1ccc(NS(=O)(=O)c2ccc3c(c2)CC(C)N3C(=O)C2CCC2)cc1 (centres undefined) | -5%
Cc1ccc(S(=O)(=O)N(CCc2ccccc2)CC(=O)Nc2cc(C)ccc2C)cc1 | 1%
COc1ccc(Br)cc1CNC(=O)CN1C(=O)CCCc2ccccc21 | -9%
Cc1nc2ncnn2c(C)c1CCC(=O)N1CCN(c2ccccc2)CC1 | -5%
CCC(C(=O)Nc1ccc(C)c(Cl)c1)n1c(=O)c(-c2ccccc2NC(C)=O)nc2ccccc21 (centres undefined) | -1%

Retrieved by compound from the list above:
SMILES | FLuc modulator
Cc1ccccc1OCC(=O)NCC(c1ccc(Cl)cc1)N1CCCCC1 (centres undefined) | -7%
Cc1cccc(OCc2cc(=O)n3c4c(sc3n2)CCCC4)c1C | 7%
CC(=O)Nc1ccc(NS(=O)(=O)c2ccc3c(c2)CC(C)N3C(=O)C2CCC2)cc1 (centres undefined) | -5%

Continued:
SMILES | FLuc modulator
CCCCOc1ccc(C(=O)N(Cc2nc(-c3ccc(Cl)cc3)no2)C(C)C)cc1 | -1%
CCCn1c2ccccc2c2cnn(CC(=O)NCCc3ccc(S(N)(=O)=O)cc3)c(=O)c21 | -3%
Cc1ccc(-c2cc(C(=O)N3CCN(S(=O)(=O)c4ccc(Br)s4)CC3)[nH]n2)cc1C | 0%
CCOc1ccccc1NS(=O)(=O)c1cc2[nH]c(=O)c(=O)[nH]c2cc1C | -10%
Cc1ccc(C(=O)Nc2nnc(SCc3cc(=O)n4ccc(C)cc4n3)s2)cc1 | -13%
Cc1ccc(Nc2nc3ccccc3c3nnc(C)n23)cc1Cl | -11%
Cc1cc(NC(=O)CC(C)C)cc(-c2nc3ncccc3o2)c1O | 2%
CCc1ccccc1NC(=O)C(=O)NCCc1sc(-c2cccc(C)c2)nc1C | 2%
O=C(c1ccc2c(c1)N(Cc1cccc(Cl)c1)C(=O)c1ccccc1S2(=O)=O)N1CCN(c2cccc(C(F)(F)F)c2)CC1 | 0%
